Compound activity (PubChem BioAssay)
ARNT TACC3 PPI = disrupts binding between human ARNT and TACC3 | AlphaScreen His-ARNT PAS-B/GST-TACC3 binding, luminescence; TACC3 fragment carries E629A point mutation | Q9Y6A5 | inhibition, % at 9.99 µM | 390,000 compounds, 0.66% hits | AID 623870;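 active = mean inhibition of replicates at least 50% and at least half of replicates each reaching 50%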;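 note: 0% = complete ARNT plus TACC3 wells and 100% = ARNT alone without TACC3; many hits fall short of the cut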
GSIS activator = GLuc luminescence reporter in INS-1E cells, primary screen for activators of glucose-dependent secretion of insulin | INS-1E GLuc reporter insulin secretion, 2-3 h | activation, % at 16.6 µM | 370,000 compounds, 0.61% hits;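 active = lowest replicate activation of at least 40%, so every replicate reaches that level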;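 note: 0% = median of neutral control wells and 100% = median of IBMX positive control wells; some compounds called inactive have numbers as strong as hits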
PglD DTNB = PglD (C. jejuni) enzyme inhibition. inhibition, % at 12.5 µM. 360,000 compounds, 0.098% hits. purified PglD enzyme, DTNB colorimetric CoA detection. AID 602405; in the data active = inhibition above about 16%, passing the limit was not always enough; note: strong numbers were not always called active
LGR2 antag = inhibitors of bursicon-induced Drosophila LGR2 receptor cAMP signaling. inhibition, % at 9.99 µM. AID 720647. HEK293 LGR2, CRE-luciferase, bursicon-stimulated, 4 h. 380,000 compounds, 0.35% hits;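 active = drop in luminescence signal, shown as inhibition above about 50% in the replicate tests, limit read from the data, passing the limit was not always enough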;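 note: agonist challenge used bursicon conditioned medium at about half maximal strength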
PGC1a acetyl inh = PGC1a acetylation modulation, inhibitor mode; U2OS PGC1a acetylation, AlphaScreen anti-acetyl-lysine; with virally co-expressed GCN5 acetyltransferase; inhibition, % at 15.6 µM; 350,000 compounds, 0.17% hits; AID 651687;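 active = every replicate shows inhibition of at least 40%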;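 note: 0% = neutral control wells and 100% = positive control wells; some results beyond the cut were filed as inactive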
C2C12 statin = suppressors of simvastatin-induced myotoxicity in C2C12 myotubes; ATP luminescence, 48 h; scaled: DMSO 0, geranylgeraniol control 100; rescue of ATP level, % at 7.49 µM; 330,000 compounds, 0.78% hits;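 active = mean ATP rescue above about 67%, or every replicate alone reaching that limit, limit read from the data, passing the limit was not always enough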;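 note: myotubes were challenged with 10 µM simvastatin during compound exposure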
Cneo AK release = causes C. neoformans cell lysis; AID 651654; 360,000 compounds, 0.2% hits; adenylate kinase release luminescence, 4 h; normalised: neutral wells 0, clomiphene wells 100; lysis activity, % at 15 µM;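 active = mean lysis activity across replicates of at least 80%, whatever share of replicates individually reach that level; inactive = mean lysis activity below 80%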
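Material – Cryptococcus neoformans yeast cells · Quantity – 5 × 10^6 yeast cells/mL · Buffer or medium – YPD medium · Compound – single dose · Timing – 4 h static compound exposure, 37 °C, read 1 h post-reagent · Signal – adenylate kinase release luminescence · Read-out basis – lysis from increased AK signal · Benchmarks – Clomiphene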
PAX8 reporter = lowers PAX8-driven luciferase in RMG-I cells; RMG-I TPO-luciferase reporter, SteadyGlo, 24 h; inhibition, % at 12.6 µM; 360,000 compounds, 1.2% hits;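 active = mean replicate inhibition at least 60% with every replicate also reaching 60%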;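 note: luciferase light reporting Pax8 driven TPO promoter activity; plate controls were median of neutral control wells for no effect and mitoxantrone controls for full effect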
* marks the source's active call; other numbers are inactive results; x = no result given; & = joins results of further samples.

Order of results – ARNT TACC3 PPI | GSIS activator | PglD DTNB | LGR2 antag | PGC1a acetyl inh | C2C12 statin | Cneo AK release | PAX8 reporter
1. COC(=O)c1ccc(N2CCN(C)CC2)c(NC(=O)c2cc3ccccc3o2)c1
    -4.4 | x | 2.3 | x | -4.9 | -0.4 | 2.5 | x
2. O=C(Nc1cccc(Cl)c1)c1ccc(NC2=NC3CS(=O)(=O)CC3S2)cc1 (stereo not drawn)
    3.0 | 15.9 | -5.3 | 12.5 | -4.7 | 14.4 | -1.1 | -3.2
3. Cn1c(=O)cc(OCCCC(=O)NCCC2=CCCCC2)c2ccccc21
    -2.1 | -3.1 | x | 8.4 | x | x | x | 5.5
4. CO[C@@H]1CN(C)C(=O)c2ccc(NC(=O)C3CC3)cc2OC[C@H](C)N(CCc2ccccc2)C[C@H]1C
    x | -15.9 | x | 23.3 | 7.8 | x | x | 23.6
5. Cc1nc2cncc(Br)c2n1C
    -5.2 | x | 1.6 | x | -0.1 | -9.3 | 8.8 | x
6. CCCC(=O)Nc1ccc2c(c1)C(=O)N(C)C[C@H](OC)[C@@H](C)CN(Cc1ccncc1)[C@@H](C)CO2
    x | -1.3 | x | -2.4 | 9.1 | 5.1 | x | x
7. COc1cccc(CNc2ccc(F)c([N+](=O)[O-])c2)c1O
    -1.7 | -14.6 | x | -43.8 | -4.5 | x | x | -21.5
8. CC(C)(C)[S@](=O)N1Cc2cc(C(=O)NCc3ccc4c(c3)OCO4)nc(-c3cccc(-c4ccncc4)c3)c2[C@@H]1CCO
    -2.2 | -20.9 | 14.5 | 3.1 | 9.6 | -8.1 | 21.6 | 15.8
9. C[C@H](CO)N1C[C@H](C)[C@H](CN(C)Cc2ccc(C(F)(F)F)cc2)OCCCC[C@H](C)Oc2ccc(N(C)C)cc2C1=O
    10.3 | -4.9 | -1.5 | 16.0 | 16.6 | x | 0.8 | 21.4
10. CCCNC(=O)C1(CC2CC(c3ccccc3)=NO2)CCN(C(=O)C2(C)CC2)CC1 (stereo not drawn)
    -1.8 | -9.8 | -4.7 | -3.6 | -8.7 | 5.1 | 13.6 | -9.0
11. Cc1ccnc(NC2c3ccccc3C(=O)N2Cc2ccccc2Cl)c1 (stereo not drawn)
    -3.9 | x | 0.4 | -4.6 | 5.4 | -0.4 | 1.6 | -7.7
12. O=C1C2C3C=CC(C2C(=O)N1C1CCCCC1)C1C2C(=O)N(C4CCCCC4)C(=O)C2C31 (stereo not drawn)
    -5.6 | -9.3 | 2.5 | -6.8 | x | x | -2.2 | 30.6
13. O=[N+]([O-])c1cc(CN2CCC(O)CC2)ccc1Cl
    3.1 | -1.0 | x | -5.2 | 4.4 | x | x | 10.3
14. Cc1ccc(S(=O)(=O)Nc2nc3c(s2)C(=O)CC(C)(C)C3)cc1
    4.8 | 0.0 | x | 1.9 | x | x | x | -7.8
15. Cc1cccc(N2CCN(C(=O)c3cccc(S(=O)(=O)N4CCCCC4)c3)CC2)c1C
    5.0 | x | 0.9 | 11.8 | -2.7 | -2.2 | 1.2 | -30.5
16. O=C(Nc1ccc2c(c1)OCCO2)c1cccs1
    -1.0 | 1.2 | 7.0 | -52.8 | 9.0 | -6.6 | -5.8 | -192.2
17. COc1ccc(Cl)cc1N(CC(=O)Nc1ccccc1SC)S(C)(=O)=O
    1.4 | 10.6 | 3.4 | 14.4 | 13.8 | 18.0 | -0.7 | -6.9
18. CCCn1c(=N)n(CC(=O)C(C)(C)C)c2ccccc21
    -3.9 | x | -0.2 | x | 2.7 | -17.5 | 7.9 | x
19. CC1CC(=O)N(CC(=O)Nc2ccccc2F)c2ccccc2S1(=O)=O (stereo not drawn)
    -2.3 | 20.5 | -4.8 | 4.7 | -3.7 | 13.8 | -6.9 | -1.8
20. CC(C)NC(=O)Nc1cccc2c1O[C@H](CN(C)C(=O)NC(C)C)[C@@H](C)CN([C@@H](C)CO)C2=O
    -1.8 | 18.0 | 2.6 | -2.6 | -0.8 | 1.7 | 3.8 | -7.1
21. C/C=C/c1ccc2c(c1)O[C@@H](CN(C)C(=O)c1cnccn1)[C@@H](C)CN([C@@H](C)CO)S2(=O)=O
    -10.6 | 24.5 | -0.4 | 15.5 | 3.6 | 10.3 | 2.0 | -6.4
22. O=C(Nc1ccc(OCc2ccccc2Cl)cc1)c1cccnc1
    -3.6 | -7.3 | 7.8 | -6.7 | -40.1 | -0.4 | 2.1 | -20.7
23. Clc1ccc(-n2cc(COCc3ccccc3)nn2)cc1
    -5.8 | 8.0 | x | 28.7 | -1.3 | x | x | -140.0
24. Cc1ccc(NCc2nnc(SCC(=O)N3c4ccccc4Sc4ccccc43)o2)c(C)c1
    -15.1 | 6.3 | -0.3 | 3.1 | -3.4 | x | 0.9 | -7.9
25. Cc1ccc2[nH]c(=O)c(CN(CCO)C(=O)N(C)C)cc2c1
    5.4 | 4.7 | 0.0 | 5.2 | 1.9 | 12.7 | -2.1 | x
26. COc1cc2c(cc1OC)NC(=O)C2
    -13.3 | 22.4 | x | 8.8 | -8.2 | -1.1 | x | 4.7
27. Cc1nnc(SCC(=O)Nc2ncc(S(=O)(=O)c3ccc([N+](=O)[O-])cc3)s2)s1
    -3.1 | 34.1 | x | -3.9 | x | x | x | 3.0
28. COCCNC(=O)C[C@H]1C[C@H]2c3cc(NC(=O)Nc4ccc(C(F)(F)F)cc4)ccc3O[C@H]2[C@H](CO)O1
    -1.7 | 6.4 | -1.4 | -17.5 | -2.1 | -1.0 | 1.5 | 6.4
29. O=C(Nc1cccc(F)c1)N1CCCCN2[C@@H](CO)[C@@H](c3ccc(C#Cc4ccccc4)cc3)[C@@H]2C1
    1.3 | -0.6 | 1.5 | 10.9 | 3.4 | x | 2.0 | 116.2*
30. CCC(C(=O)OC)(C(=O)OC)c1ccc([N+](=O)[O-])cc1
    -12.1 | 3.9 | -4.5 | 4.0 | 0.0 | 2.4 | 0.4 | 8.3
31. O=C([C@@H]1[C@@H](CO)[C@@H]2Cn3c(cccc3=O)[C@H]1N2Cc1cccc(Cl)c1)N1CCOCC1
    1.7 | -3.3 | -2.2 | 5.1 | x | 13.3 | 97.9* | x
32. O=C(C1=C(O)C(=O)N(CCN2CCOCC2)C1c1cccc(F)c1)c1cc2ccccc2o1 (stereo not drawn)
    -4.2 | 8.7 | -1.4 | 4.0 | 33.1 | -1.3 | 0.2 | 20.5
33. CCN(CC)CCn1c(NCc2cccc(OC)c2)nc2ccccc21
    1.9 | x | -4.3 | x | 2.7 | -30.3 | 0.1 | x
34. Cc1cc(SCC(=O)N2CCC(c3noc4ccc(F)cc34)CC2)nc2ccccc12
    -8.4 | -45.6 | 9.7 | -3.8 | -9.9 | 15.9 | -0.4 | x
35. COc1ccc(CNC(=O)CN(Cc2cccs2)C(=O)CCC(=O)Nc2ccccn2)cc1
    2.9 | 5.3 | x | -13.4 | -0.5 | 5.1 | -0.3 | -0.7
36. CC12CCC(O)CC1=CCC1C2CCC2(C)C1CCC21CCC(=O)O1 (stereo not drawn)
    27.9 | 9.2 | 5.0 | 11.6 | 1.9 | x | -3.0 | 34.1
37. Clc1ccc(-c2nnc(SCc3cn4ccsc4n3)n2CC2CCCO2)cc1 (stereo not drawn)
    x | 16.2 | 1.8 | 5.1 | 10.3 | -10.8 | 0.3 | x
38. Cc1cccc(NS(=O)(=O)c2nnc(NC(=O)c3ccccc3F)s2)c1
    -6.9 | -2.2 | -3.2 | 31.9 | x | 7.9 | -1.3 | -17.0
39. COc1ccccc1C(=O)N1C[C@@H]2[C@H](c3ccccc31)[C@H](CO)N2C(=O)C1CCCCC1
    -4.7 | -0.9 | 2.0 | 2.3 | -2.3 | 2.6 | -3.0 | -3.4
40. COCCNc1oc(/C=C/c2ccccc2)nc1C#N
    -11.7 | 19.4 | x | -91.9 | x | x | x | -109.4
41. O=C(CCS(=O)(=O)c1ccc(Br)cc1)N1CCN(c2ccc(F)cc2)CC1
    -9.0 | -4.0 | -0.9 | 1.0 | -6.2 | -0.5 | -5.2 | 0.7
42. C[C@@H]1CN([C@@H](C)CO)C(=O)c2cc(NS(C)(=O)=O)ccc2O[C@H]1CN(C)C(=O)NC1CCCCC1
    -1.4 | 10.9 | 5.8 | 22.0 | 1.6 | -10.6 | -0.4 | -0.2
43. C/C=C/c1ccc2c(c1)O[C@H](CN(C)C(=O)CC)[C@@H](C)CN([C@@H](C)CO)S2(=O)=O
    1.2 | 3.4 | -0.6 | 6.4 | x | -3.2 | 0.5 | x
44. CCC(=O)N1CCC2(CC1)CN(Cc1ccccc1Cl)[C@H](CO)c1c2c2ccc(OC)cc2n1C
    x | -8.3 | x | 12.1 | -2.1 | x | x | 9.6
45. Fc1cc(Br)cc(F)c1NC(=S)N1CCOCC1
    -0.3 | 65.1 | 0.4 | -5.4 | -0.8 | -15.2 | -2.3 | -13.6

Complete entries, quoted from the list:
CCN(CC)CCn1c(NCc2cccc(OC)c2)nc2ccccc21 as listed: ARNT TACC3 PPI = 1.9; GSIS activator = x; PglD DTNB = -4.3; LGR2 antag = x; PGC1a acetyl inh = 2.7; C2C12 statin = -30.3; Cneo AK release = 0.1; PAX8 reporter = x
CCC(=O)N1CCC2(CC1)CN(Cc1ccccc1Cl)[C@H](CO)c1c2c2ccc(OC)cc2n1C as listed: ARNT TACC3 PPI = x; GSIS activator = -8.3; PglD DTNB = x; LGR2 antag = 12.1; PGC1a acetyl inh = -2.1; C2C12 statin = x; Cneo AK release = x; PAX8 reporter = 9.6

Additional structures:
Order of results – ARNT TACC3 PPI | GSIS activator | PglD DTNB | LGR2 antag | PGC1a acetyl inh | C2C12 statin | Cneo AK release | PAX8 reporter
46. Cc1csc2ncc(C(=O)Nc3ccc4c(c3)OCCO4)c(=O)n12
    -6.1 | x | 0.0 | -21.4 | -14.1 | -5.9 | -3.5 | -99.3
47. Cc1ccc2[nH]c(CNC(=O)c3ccc(F)cc3)cc2c1
    1.8 | 1.9 | -8.9 | -1.2 | x | 7.5 | -0.1 | -14.0
48. COc1cccc(Cn2nnc(C(=O)NCCc3ccc(Cl)cc3)c2N)c1
    -13.8 | -8.1 | -4.1 | 5.0 | x | 5.0 | 4.1 | 5.6
49. CCS(=O)(=O)N1CCC(C(=O)NCc2ccco2)CC1
    -3.0 | x | -4.1 | x | 8.4 | 7.0 | 0.0 | x
50. CN(C)CC(=O)N1C[C@@H]2[C@H](c3ccccc31)[C@H](CO)N2Cc1cc(F)ccc1F
    3.7 | -6.6 | -2.0 | 9.2 | 7.4 | 11.4 | 14.8 | 18.4
51. O=S(=O)(NCCN1CCOCC1)c1ccc(Cl)s1
    -5.4 | 2.1 | 4.4 | 9.2 | 0.5 | 13.5 | 0.3 | 9.6
52. CCOc1ccccc1-c1nc(CN2CCC(C(=O)N3CCOCC3)CC2)c(C)o1
    0.2 | 2.2 | -3.6 | 14.0 | x | 3.3 | 1.4 | 16.2
53. COc1cccc2cc(-c3cc(=O)oc4cc(C)c(OCC(C)=O)cc34)oc12
    5.7 | 14.4 | 4.3 | -12.4 | 8.2 | -1.3 | -1.7 | -6.7
54. COc1ccc(C(=O)C2CCN(C(=O)c3ccco3)CC2)cc1
    0.0 | x | 1.4 | x | 1.8 | -10.7 | 7.4 | x
55. N#Cc1cccc(-c2ccc(C3[C@@H]4CN(C(=O)c5cccnc5)C[C@H]3N4)cc2)c1 (stereo partly drawn)
    x | 0.3&-17.0 | x | -6.7&-13.0 | 2.5&3.3 | x | x | 19.7&15.9
56. C[C@H](CO)N1C[C@H](C)[C@@H](CN(C)Cc2ccccc2F)Oc2cc(C#CCN(C)C)ccc2S1(=O)=O
    5.7 | -4.3 | -0.7 | 2.7 | -35.3 | -132.1 | 1.6 | x
57. O=S(=O)(Cc1ccccc1)C(c1ccccc1)S(=O)(=O)Cc1ccccc1
    x | x | 2.7 | -1.9 | x | x | -0.7 | 4.4
